Source: PubChem (Broad Institute)
miR122 inh: miR-122 inhibition in Huh7 cells; 340,000 tested, 0.3% active; Huh7 miR-122 Renilla luciferase sensor, 48 h; neutral wells = 0, positive control = 100; activation (reporter increase), % at 12.5 µM; AID 602342;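 active = mean replicate activation score at least 90 and every replicate individually at or above 90; inconclusive = only one of the two criteria met; inactive = neither criterion met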;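 note: higher luciferase means less miR-122 activity so hits act as miR-122 inhibitors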
F508del corr: CFTR F508del correction in bronchial cells; CFBE cells, YFP halide quenching; stimulated with forskolin plus potentiator P3; % fluorescence drop versus neutral controls; activity (quench increase), % at 7.58 µM; AID 720511; 350,000 tested, 0.36% active;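 active = mean added fluorescence quench of at least 8% versus neutral control, with both replicates also reaching 8%; inconclusive = only one of the mean or replicate conditions met; inactive = mean below 8% and not both replicates reaching 8%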;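 note: cells transiently co-express mutant CFTR-F508del with the halide-sensitive YFP; corrector assay measuring rescue of mutant channel to the surface after 24 h compound exposure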
PAX8 inh HTS: PAX8 transcriptional activity inhibition; inhibition, % at 12.6 µM; RMG-I TPO-luciferase reporter, SteadyGlo, 24 h; 360,000 tested, 1.2% active; AID 652154;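 active = mean replicate inhibition at least 60% with every replicate also reaching 60%; inconclusive = only one of the two criteria is met; inactive = mean below 60% and not all replicates reaching 60%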;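 note: luciferase light reporting Pax8 driven TPO promoter activity; plate controls were median of neutral control wells for no effect and mitoxantrone controls for full effect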
DENV2 CPE rescue: inhibitors of DENV2 cytopathic effect. CPE inhibition, % at 9.99 µM. DENV2-infected cells, cytopathic effect rescue, plate reader. 350,000 tested, 1.7% active; in the data active = CPE inhibition above about 20%, passing the limit was not always enough; inconclusive = no clear call, values can overlap the other calls; tested in BHK-21 cells;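 note: 0% = median of neutral control wells and 100% = median of positive control wells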
EWS-Fli inh: EWS/Fli transcriptional activity inhibition; A673 NR0B1-luciferase reporter, viability-normalised; inhibition, % at 12.6 µM; 350,000 tested, 0.67% active;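 active = mean inhibition of at least 50% after viability correction, with every replicate also passing that limit; inconclusive = mean reaches 50% but only one of two replicates passes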;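 note: firefly luciferase signal divided by Alamar Blue viability fluorescence both relative to DMSO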
INS-1E GSIS act: primary screen for activators of insulin secretion dependent on glucose, INS-1E cells, GLuc reporter luminescence | activation, % at 16.6 µM | INS-1E GLuc reporter insulin secretion, 2-3 h | 370,000 tested, 0.61% active | AID 743287;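 active = lowest replicate activation of at least 40%, so every replicate reaches that level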;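 note: 0% = median of neutral control wells and 100% = median of IBMX positive control wells; some compounds called inactive have numbers as strong as hits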
FN deposit inh: fibronectin deposition inhibition. AH1F fibroblasts, Alexa488-fibronectin deposition fluorescence, overnight. inhibition, % at 12.6 µM. 350,000 tested, 0.086% active. AID 743247;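 active = mean inhibition across replicates of 30% or more, regardless of how many single replicates reach that level; inconclusive = mean under 30% yet at least half of replicates reach 30%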;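 note: positive control wells lacked labelled fibronectin entirely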
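Material: AH1F fibroblast monolayer depositing Alexa488-labelled fibronectin into matrix / Amount: 10000 AH1F cells per well / Signal: fluorescence 485/525 nm / Medium: DMEM, 2% serum / Compound: single dose, pinned / Incubation: 1 h cell adhesion before compound, then overnight fibronectin incubation / Reagent: Alexa488-FN, 24 nM final / Read-out: inhibition of fibronectin deposition signal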
Starred values were filed as active, the others as inactive; u = inconclusive; x = not tested or not shown; & = joins results of further samples; [ ] = another dose, or the depositor's remark.

SMILES	miR122 inh	F508del corr	PAX8 inh HTS	DENV2 CPE rescue	EWS-Fli inh	INS-1E GSIS act	FN deposit inh
Cc1ncoc1C(=O)NCC1=C(c2cccc3ccccc23)C[C@@H]2CC[C@H]1N2Cc1ccco1	-6	-1.9	-232	-9	-1	-11	0
CC1CN(C(=O)CCC(=O)N2CCC3(CC2)OCCO3)c2cc(Cl)ccc2O1 (stereo unspecified)	6	-2.4	11	-1	1	-2	-2
O=C(c1ccc(N2CC3CC(C2)c2cccc(=O)n2C3)c([N+](=O)[O-])c1)N1CCCC1 (stereo unspecified)	-2	-0.2	-13	1	-14	-2	x
Cc1cc(N(CCCl)CCCl)ccc1/C=N/NC(=O)c1ccco1	4	x	x	x	x	11	-7
CCOP(=O)(OCC)C(NC(=O)C(Cl)Cl)C(Cl)(Cl)Cl (stereo unspecified)	3	x	-9	x	x	x	-1
O=c1c2ccccc2nc(-c2ccco2)n1-c1ccc(Br)cn1	13	x	2	x	x	x	-6
CCN1[C@@H]2Cn3c(ccc(-c4cccc(C(=O)N(C)C)c4)c3=O)[C@H]1[C@@H](C(=O)OC)[C@@H]2CO	3[16.7 µM]	4.5	-20	-3	-1	9	x
Cc1ccc(-c2cc(-c3ccccc3)cc(-c3ccccc3)[n+]2-c2ccccc2)cc1	-23	2.6	95*	11	61*	4	-1
CCOP(=O)(OCC)c1cc(CC)ccc1O	x	-0.1	-1	0	-2	7	2
CCN(CC)CCNCc1nc2ccccc2c(=O)n1-c1ccc(F)cc1	3	-1.1	-13	15	-10	x	-4
CC1CCN2c3nc4ccccn4c(=O)c3CC3(C(=O)N(C)C(=O)N(C)C3=O)C2C1 (stereo unspecified)	-11	x	-3	x	x	x	6
O=C(c1cc([N+](=O)[O-])ccc1N1CCNCC1)N1CCOCC1	-5	x	-11	3	-14	0	3
COC(=O)c1ccc(NC(=O)NC(=O)Oc2ccccc2)cc1	3	0.8	-10	2	-1	-1	4
O=C(N/N=C/C1C(=O)NC(=S)N(c2ccccc2)C1=O)c1cc(Br)c(O)c(Br)c1 (stereo unspecified)	x	0.1	12	-3	4	-4	-1
CCOC(=O)C1(c2ccccc2)CCN(CC(=O)Nc2cccc3ccccc23)CC1	x	x	15	x	x	-9	4
O=C(CN1C(=O)CCSc2ccccc21)N1CCC2(CC1)OCCO2	1	x	x	x	x	31	-3
c1ccc(-c2ccc(CN3Cc4ccccc4-n4nncc4C3)cc2)cc1	0	-2.4	25	-3	13	-17	-15
CCCCCn1c(=O)c(C(=O)NCc2ccco2)c(O)c2ccccc21	x	1.5	8	-4	8	25	5
COC12c3ccccc3-c3ccccc3C1C(C(=O)O)C2C(=O)O (stereo unspecified)	x	2.4	2	0	-2	6	1
O=c1c2ccccc2[nH]c(=S)n1-c1cccnc1	x	-3.3	11	2	-9	1	-5
COc1ccc(C#Cc2ccc([C@H]3[C@@H](CO)N4CCCCN(C(=O)Cc5cccnc5)C[C@H]34)cc2)cc1	-1[16.7 µM]	-1.9	-4	-8	-11	-14	x
Cc1cc(OCC(=O)N2CCC(C(=O)O)(c3ccccc3)CC2)c2c(C)c(C)c(=O)oc2c1	-4	3.8	x	-2	1	x	x
Cc1cccc(C)c1-n1nnnc1C(c1ccccc1OC(F)(F)F)N1CCC(n2c(=O)[nH]c3ccccc32)CC1 (stereo unspecified)	-8	-0.6	5	-3	-4	26	x
CC(C)N=C(NC(C)C)N1CC1	-4	-0.1	6	-6	3	-9	-9
CN(C)P(=O)(C(Cl)=C(N1CCCCC1)N1CCCCC1)N(C)C	-3	-2.3	x	-3	18	13	x
COc1cc2[nH]c(=S)n(-c3ccccc3)c(=O)c2cc1OC	x	x	16	0	0	0	15
COc1ccc(C#Cc2ccc([C@H]3[C@H](CO)N4CCCCN(C(=O)Cc5ccncc5)C[C@@H]34)cc2)cc1	9[16.7 µM]	0.1	-1	-11	x	9	x
CCCNc1oc(-c2cccc3ccccc23)nc1C#N	-4	x	x	x	x	67	-13
CCCNC(=O)N1[C@@H]2c3ccc(-c4cccc(C(=O)N(C)C)c4)c(=O)n3C[C@H]1[C@H](CO)[C@H]2C(=O)O	x	0.0	-8	-18	1	10	x
C/C(=N\NC(=O)c1ccccc1)c1c(O)n(C2CCCCC2)c(=O)[nH]c1=O	-6	-0.2	-15	4	6	-12	0

A second format for part of the listing above.
| structure | miR122 inh | F508del corr | PAX8 inh HTS | DENV2 CPE rescue | EWS-Fli inh | INS-1E GSIS act | FN deposit inh |
| --- | --- | --- | --- | --- | --- | --- | --- |
| O=C(N/N=C/C1C(=O)NC(=S)N(c2ccccc2)C1=O)c1cc(Br)c(O)c(Br)c1 (stereo unspecified) | x | 0.1 | 12 | -3 | 4 | -4 | -1 |
| CCOC(=O)C1(c2ccccc2)CCN(CC(=O)Nc2cccc3ccccc23)CC1 | x | x | 15 | x | x | -9 | 4 |
| O=C(CN1C(=O)CCSc2ccccc21)N1CCC2(CC1)OCCO2 | 1 | x | x | x | x | 31 | -3 |
| c1ccc(-c2ccc(CN3Cc4ccccc4-n4nncc4C3)cc2)cc1 | 0 | -2.4 | 25 | -3 | 13 | -17 | -15 |
| CCCCCn1c(=O)c(C(=O)NCc2ccco2)c(O)c2ccccc21 | x | 1.5 | 8 | -4 | 8 | 25 | 5 |
| COC12c3ccccc3-c3ccccc3C1C(C(=O)O)C2C(=O)O (stereo unspecified) | x | 2.4 | 2 | 0 | -2 | 6 | 1 |
| O=c1c2ccccc2[nH]c(=S)n1-c1cccnc1 | x | -3.3 | 11 | 2 | -9 | 1 | -5 |
| COc1ccc(C#Cc2ccc([C@H]3[C@@H](CO)N4CCCCN(C(=O)Cc5cccnc5)C[C@H]34)cc2)cc1 | -1[16.7 µM] | -1.9 | -4 | -8 | -11 | -14 | x |
| Cc1cc(OCC(=O)N2CCC(C(=O)O)(c3ccccc3)CC2)c2c(C)c(C)c(=O)oc2c1 | -4 | 3.8 | x | -2 | 1 | x | x |
| Cc1cccc(C)c1-n1nnnc1C(c1ccccc1OC(F)(F)F)N1CCC(n2c(=O)[nH]c3ccccc32)CC1 (stereo unspecified) | -8 | -0.6 | 5 | -3 | -4 | 26 | x |
| CC(C)N=C(NC(C)C)N1CC1 | -4 | -0.1 | 6 | -6 | 3 | -9 | -9 |
| CN(C)P(=O)(C(Cl)=C(N1CCCCC1)N1CCCCC1)N(C)C | -3 | -2.3 | x | -3 | 18 | 13 | x |
| COc1cc2[nH]c(=S)n(-c3ccccc3)c(=O)c2cc1OC | x | x | 16 | 0 | 0 | 0 | 15 |
| COc1ccc(C#Cc2ccc([C@H]3[C@H](CO)N4CCCCN(C(=O)Cc5ccncc5)C[C@@H]34)cc2)cc1 | 9[16.7 µM] | 0.1 | -1 | -11 | x | 9 | x |
| CCCNc1oc(-c2cccc3ccccc23)nc1C#N | -4 | x | x | x | x | 67 | -13 |
| CCCNC(=O)N1[C@@H]2c3ccc(-c4cccc(C(=O)N(C)C)c4)c(=O)n3C[C@H]1[C@H](CO)[C@H]2C(=O)O | x | 0.0 | -8 | -18 | 1 | 10 | x |

Further records follow:
SMILES	miR122 inh	F508del corr	PAX8 inh HTS	DENV2 CPE rescue	EWS-Fli inh	INS-1E GSIS act	FN deposit inh
CCC(c1nnnn1Cc1ccccc1)N1CCC(n2c(=O)[nH]c3ccccc32)CC1 (stereo unspecified)	0	-2.2	88*	2	7	-17	8
CCOC(=O)c1cnc(N2CC2)nc1N	x	-0.6	-15	13	-12	14	-19
O=c1[nH]c(O)c(C=Nc2ccc(Cl)c(C(F)(F)F)c2)c(=O)[nH]1	-6	-0.4	31	3	11	5	16
COc1ccc(OC)c(NC(=O)N2C[C@H]3C[C@@H](C2)c2cccc(=O)n2C3)c1	1	-0.2	x	-9	2	x	x
CC(C)(C)c1cc(C=C(C#N)C#N)cc(C(C)(C)C)c1O	-17	-0.8	109*	-25	48	x	15
Clc1cccc(CNCCc2c[nH]c3ccccc23)c1	x	-0.2	2	6	-3	-38	-5
CCCCCC1(C(C)C)C(=O)NC(=S)NC1=O	x	-0.1	-9	-1	0	-22	x
O=c1[nH]c(=O)n(Cc2ccc(F)cc2)c(O)c1C=NCc1cccnc1	1	5.2	x	0	12	5	x
CC12CCC(=O)C=C1CCC1C2CCC2(C)C(O)CCC12 (stereo unspecified)	-1	2.1	x	-18	8	6	x
CC1CN=C(Nc2ccc(F)c(Cl)c2)S1 (stereo unspecified)	x	1.0	0	-7	0	x	-1
COc1cc2c3c(c1OC)Oc1ccc(cc1)C[C@H]1c4c(cc(OC)c(OC)c4Oc4ccc(cc4)C[C@@H]3N(C)CC2)CCN1C	-6	-0.4	8	-9	30	-5	15
CCN1CCc2ccccc2C1	x	-1.2	-15	0	-7	2	4
CN(C)C(=O)Oc1ccc(C(=O)c2ccccc2)cc1	5	1.1	x	x	-39	2	x
CCCCCCN1CCN(c2ccc(Cl)cc2)CC1	x	x	-5	0	7	-14	-3
Cc1cccc(OP(=O)(Nc2ccc(F)cc2)Oc2cccc(C)c2)c1	x	1.5	23	-2	-1	-15	-7
CC(Cc1cccs1)NCc1ccccc1 (stereo unspecified)	-10	-0.9	1	1	2	-4	2
O=C(O)CCn1cc(C=C2C(=O)NC(=S)NC2=O)c(-c2cc3ccccc3oc2=O)n1	x	-2.1	3	0	7	-6	6
O=C(c1cnn2c(C(F)(F)F)cc(-c3ccccc3)nc12)N1CCC2(CC1)OCCO2	-3	x	x	x	x	-2	2
CCN(CC)C(=O)c1ccc(N(Cc2ccccc2)S(C)(=O)=O)cc1	-5	-0.7	12	4	15	2	3
COCCN1C(=O)NC(=O)/C(=C\c2ccc(Br)cc2)C1=O	x	-0.2	-15	-2	-5	-2	5
CCCC1(CCO)C(=O)NC(=S)NC1=O	-5	0.3	-10	-7	3	-5	-4
CCOP(=S)(OCC)Oc1nc(Cl)c(Cl)cc1Cl	7	1.1	x	-3	1	1	x
CCOC(=O)C(O)(c1ccc(N(CC)C(=O)OC)cc1)C(F)(F)F (stereo unspecified)	15	x	-9	x	x	x	-4
CC(C)CN1Cc2cc(N3CCCCC3)ccc2-n2nncc2C1	11	-0.9	-31	-1	-8	29	1
O=c1[nH]c2ccccc2n1C1CCN(C(CCc2ccccc2)c2nnnn2-c2ccc3c(c2)OCCO3)CC1 (stereo unspecified)	-5	-1.2	106*	u	41	-5	6
Cc1c(-c2cccc(Cl)c2)nc2ccccc2c1C(=O)N1CCC2(CC1)OCCO2	x	0.6	4	-2	x	12	x
C[C@H](CO)N1C[C@H](C)[C@H](CN(C)C(=O)Oc2ccccc2)OCc2cnnn2CCCC1=O	0	-0.4&-0.9	-9&-12	u	1&3	3&-1	-5&1
COC(=O)C1=C(c2ccc(-c3ccccc3)c(F)c2)C[C@@H]2CC[C@H]1N2C(=O)NCCOc1ccccc1	-6	-0.1	26	0	0	x	-5
O=C(O)c1ccc(/C=C/c2nc3ccccc3c(=O)n2-c2ccc(Br)cc2)cc1	x	2.5	19	-6	8	x	1
CC1=NCCc2c1[nH]c1ccccc21	-3	0.7	x	-14	4	8	x
C[C@H]1CCC[C@@H](O)CCC/C=C/c2cc(O)cc(O)c2C(=O)O1	2	x	x	x	x	2	-10
COCCOC(=O)C1=C(N)Oc2c(c(=O)oc3ccccc23)[C@@]12C(=O)Nc1ccccc12	-8	x	x	x	x	7	-1
CCOC(=O)C1=CC(=C2C(=O)N(CC)C(=S)N(CC)C2=O)c2ccccc2O1	x	1.3	2	-4	2	-11	4
CCOP(=O)(/C=C(\Cl)c1ccccc1)C(O)c1ccc(F)cc1 (stereo unspecified)	x	-0.6	2	0	15	5	4
COc1cccc(C(c2nnnn2C2CCCCC2)N2CCC3(CC2)C(=O)NCN3c2ccccc2)c1OC (stereo unspecified)	49	-2.8	7	-8	-3	-18	-5

These rows are one share of the data; the hit share may differ from the screen's.
